Compound activity from PubChem BioAssay.
EPAC2 ag: qHTS for Agonist of cAMP-regulated guanine nucleotide exchange factor 4 (EPAC2): primary screen; Rap guanine nucleotide exchange factor 4 (Homo sapiens), Q8WZA2; EPAC2 activation, biochemical qHTS; response scale: 100% = 6.5 mM cAMP response; Potency, µM (highest dose often 154 µM), inactives show top-dose activation, actives largely listed as activators; actives 0.079% (n = 360,000); AID 720711, 2013; further: potency means the concentration at half of the fitted maximal effect; nearly all actives have a fitted effect of over 50% in size
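Compounds were titrated in qHTS against a Rap1B-BODIPY-GDP (250 nM) complex with EPAC2 (100 nM) and GDP (50 uM). BODIPY-GDP release tracked at 480/540 nm over 30 min at room temperature, normalized to 6.5 mM cAMP.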
EPAC2 antag: qHTS for Antagonist of cAMP-regulated guanine nucleotide exchange factor 2 (EPAC2): primary screen; EPAC2 GEF exchange of Rap1B-BODIPY-GDP, fluorescence; Rap guanine nucleotide exchange factor 4 (Homo sapiens), Q8WZA2; Potency, µM (series often up to 114 µM), for inactives: at the top dose activity, negative = inhibition, most hits filed as inhibitors; AID 720708, 2013; actives 0.18% (n = 360,000); further: potency means the concentration at half of the fitted maximal effect; on the % scale 0 is the no-effect control and ±100 the full control effect; nearly all actives have a fitted effect of over 45% in size; many of its hits are not listed in these tables
MmCpn inh: Inhibitors of TCP-1 ring complex (TRiC) of Methanococcus maripaludis (MmCpn): qHTS | Chaperonin Mm-Cpn (Methanococcus maripaludis) | purified Mm-Cpn ATPase, ADP Transcreener TR-FRET | Potency, µM (doses to about 76.9 µM), inactives show at the top dose activity, negative = inhibition, most hits filed as inhibitors | actives 0.031% (n = 330,000); further: potency means the concentration at half of the fitted maximal effect; on the % scale 0 is the no-effect control and ±100 the full control effect; nearly all actives have a fitted effect of over 80% in size
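Purified archaeal chaperonin (25 nM final) was preincubated with compound for 10 min at 37°C, then ATP (10 uM final) was added for 30 min at 37°C in Tris pH 7.4/KCl/MgCl2/DTT buffer. ADP was quantified by HTRF Transcreener TR-FRET.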
Akt phos inh: HTS Assay for Inhibitors of Akt Phophorylation: Primary Screen | actives 0.32% (n = 360,000) | AID 651550, 2012 | activity change, % for hits at 50 µM | Neuro2A IGF-stimulated pAkt S473 HTRF, 20 min; active compounds read low; in the data active means activity change below about -80%; inconclusive means mostly about -51% to -80%; further: on the % scale 0 is the no-effect control and ±100 the full control effect
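Single-point screen (50 µM final compound) in Neuro2A cells stimulated 20 min with 6 nM IGF at 37 deg C. After lysis, Ser473-phosphorylated Akt read by HTRF (ex 330 nm, em 615/665 nm) as the 665/615 ratio.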
DRD3 antagonist: qHTS of D3 Dopamine Receptor Antagonist: qHTS | D(3) dopamine receptor (Homo sapiens), P35462 | D3R cells, DiscoveRx beta-arrestin luminescence, antagonist mode; active compounds read low | max response, negative = inhibition, % | actives 2.5% (n = 360,000); in the data active means max response below about -50%; inconclusive means no clear call, values can overlap the other calls; further: on the % scale 0 is the no-effect control and ±100 the full control effect; mostly tested at two doses, the higher about 12 µM
Target sequence (P35462 whole entry, looked up): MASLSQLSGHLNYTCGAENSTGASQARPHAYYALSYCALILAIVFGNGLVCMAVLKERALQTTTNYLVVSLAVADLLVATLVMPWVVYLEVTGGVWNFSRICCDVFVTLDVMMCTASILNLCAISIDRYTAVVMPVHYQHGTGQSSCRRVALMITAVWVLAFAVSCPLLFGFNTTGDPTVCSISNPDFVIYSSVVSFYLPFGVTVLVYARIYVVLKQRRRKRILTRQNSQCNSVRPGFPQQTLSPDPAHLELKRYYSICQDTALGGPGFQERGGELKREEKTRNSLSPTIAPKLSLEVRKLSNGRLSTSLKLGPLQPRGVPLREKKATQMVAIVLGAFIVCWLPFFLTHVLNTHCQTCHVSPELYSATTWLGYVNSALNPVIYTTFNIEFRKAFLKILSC
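Cells plated overnight at 1500 cells/well, then exposed to library compounds with dopamine controls for 90 minutes at 37 degrees C. DiscoveRx reagent added for 30–60 minutes at room temperature; luminescence read, quantitative HTS format.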
CCT modulator: High-Throughput Screening for Modulators of Cytosolic Chaperonin Activity; purified chaperonin ATPase assay, HTRF ADP detection, 30 min; activity change, % (test concentration not listed), hits read low; actives 0.3% (n = 360,000); AID 651819, 2012; in the data active means activity change below about -30%; further: on the % scale 0 is the no-effect control and ±100 the full control effect
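Enzyme 40 or 20 nM (batch-dependent) in Tris pH 7.4/KCl/MgCl2/DTT; cpd 76 uM single point; ATP 10 uM; 30 min 37 °C; Transcreener ADP HTRF detection, 30 min RT; ratio 665/615.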
PTHR1 agonist: qHTS for PTHR1 Agonists: Primary Screen | Parathyroid hormone/parathyroid hormone-related peptide receptor (Homo sapiens), Q03431 | HEK293 GP2 PTHR1 cells, GloSensor cAMP luminescence, 1 h | Potency, µM (doses to about 115 µM), for inactives: at the highest dose activation, most hits filed as activators | actives 0.075% (n = 410,000); further: potency means the concentration at half of the fitted maximal effect; nearly all actives have a fitted effect of over 55% in size; some results filed as inactive show a strong effect at the top dose; inactives centre near -15; many of its hits are not listed in these tables
Target sequence (Q03431 whole entry, looked up): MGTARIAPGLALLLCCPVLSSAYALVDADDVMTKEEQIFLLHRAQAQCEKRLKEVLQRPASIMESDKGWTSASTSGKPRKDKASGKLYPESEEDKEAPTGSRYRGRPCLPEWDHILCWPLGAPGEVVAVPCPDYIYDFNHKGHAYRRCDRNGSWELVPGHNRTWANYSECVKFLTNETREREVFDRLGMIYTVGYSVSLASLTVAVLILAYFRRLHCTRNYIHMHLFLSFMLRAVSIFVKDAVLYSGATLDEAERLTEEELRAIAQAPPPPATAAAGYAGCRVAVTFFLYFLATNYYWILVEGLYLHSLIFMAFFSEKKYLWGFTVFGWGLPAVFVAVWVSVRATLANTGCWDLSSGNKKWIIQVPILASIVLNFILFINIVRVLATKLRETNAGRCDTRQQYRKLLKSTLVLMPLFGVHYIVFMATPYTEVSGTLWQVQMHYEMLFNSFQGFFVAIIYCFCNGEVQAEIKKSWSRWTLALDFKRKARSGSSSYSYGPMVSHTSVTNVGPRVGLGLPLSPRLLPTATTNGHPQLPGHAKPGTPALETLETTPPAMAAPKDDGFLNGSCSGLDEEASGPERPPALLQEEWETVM
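HEK-293-derived GP2 cells expressing PTHR1 and a GloSensor cAMP reporter, 3,000/well, plated overnight, given luciferin plus IBMX (each 0.5 mM as added) for 1 h at 37 °C, then compound for 1 h at 37 °C. Luminescence was read after 15 min at room temperature.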
DRD3 agonist: qHTS of D3 Dopamine Receptor Agonist: qHTS | D(3) dopamine receptor (Homo sapiens), P35462 | D3R DiscoveRx beta-arrestin cells, luminescence, 90 min | max activation, % | actives 0.58% (n = 410,000); in the data active means max activation above about 30%; further: 0% is about no effect; mostly tested at two doses, the higher about 12 µM
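Agonist mode: compounds and dopamine controls were applied to plated cells for 90 min at 37 degrees C after an overnight attachment at 1500 cells/well. Luminescent read-out followed 30 - 60 minutes at room temperature with DiscoveRx detection reagent.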
* marks the source's active call; other numbers are inactive results; i = inactive; ? = inconclusive; . = no result given; [ ] = dose if it differs, or a comment. Unless noted, the call rests on the fitted dose curve; in most records, active means well fitted curve in the direction sought with a large enough effect; inconclusive means small, poorly fitted or top-dose-only effect, or another doubt; inactive means no such curve, though single readings can be large; an effect the other way counts as inactive or inconclusive. The list is partial, so the mix of outcomes need not match the whole.

SMILES | EPAC2 ag | EPAC2 antag | MmCpn inh | Akt phos inh | DRD3 antagonist | CCT modulator | PTHR1 agonist | DRD3 agonist
COc1ccc(CCC(=O)N/N=C\c2cccs2)cc1 | -1% | 1% | -1% | i | -8 | -3.3 | i | -1
COc1cccc(/C=N/NC(=O)c2cccs2)c1 | 6% | -4% | 3% | i | 7 | -0.1 | -45%[inhibitor] | -7
Cc1ccc(S(=O)(=O)c2c(N)n(NC(=O)C3CC3)c3nc4ccccc4nc23)cc1 | 6% | -4% | -2% | i | -13 | -2.2 | i | -18
Cc1ccc(-c2csc(N3CCC[C@@H]3C(=O)NCCn3c(-c4ccncc4)nc4ccccc43)n2)cc1 | 15% | -3% | 1% | i | 30 | -0.5 | -18% | -1
COc1cc2c[n+](C)c3c4ccccc4ccc3c2cc1OC | 5% | -7% | . | i | -4 | -2.5 | -26% | 2
Cc1ccccc1C(=O)OC(C)CN1CCN(C)CC1 (stereo not drawn) | 11% | 10% | 1% | i | -9 | -2.4 | -23% | 4
CCCC(=O)Nc1ccc(N2CCN(C(=O)c3cccs3)CC2)cc1 | 2% | 9% | 0% | i | 17 | 0.7 | -5%[57.5 µM] | -10
COc1cc(Nc2c3c(nc4ccccc24)CCC3)cc(OC)c1OC | 9% | 4% | 1% | i | ? | -0.4 | i | -16
CCOc1ccc(/C=N/Nc2nncc(-c3ccccc3)n2)cc1OC | -6% | -5% | 1% | i | 23 | 0.6 | -33% | -4
O=C(CCn1c(=S)oc2ccccc21)Nc1ccc(F)cc1 | 0% | -5% | -1% | i | -9 | -1.6 | -25% | -4
CC(C)(C)c1[nH]nc2c1C(c1ccccc1OC(=O)N1CCOCC1)C(C#N)=C(N)O2 (stereo not drawn) | 6% | 11% | 0% | i | 7 | 0.8 | -10%[57.5 µM] | 16
Cc1[nH]c(=O)nc(SCc2ccc(Cl)c(Cl)c2)c1C#N | 3% | -6% | -7% | i | -13 | -0.6 | i | -5
O=C(Nc1ccc(F)c(F)c1)C1=COCCO1 | 13% | 6% | 0% | i | -13 | 1.2 | -36% | -5
O=C1c2cccnc2C(O)N1Cc1ccccc1 (stereo not drawn) | 9% | 2% | 1% | i | 18 | -0.2 | i | -6
COCCSc1nnc(NS(=O)(=O)c2ccc(F)cc2)s1 | 4% | -3% | 0% | i | 14 | 0.8 | i | 0
CN1/C(=C\C=C(/C#N)C(=O)Nc2ccccc2F)C(C)(C)c2ccccc21 | 100µM* | 50%[activator] | 1% | i | 6 | -5.8 | i | 5
COc1cccc(NC(=O)Cn2c(=O)oc3cc(S(=O)(=O)N4CCCC4)ccc32)c1 | 0% | 5% | -1% | i | -6 | -1.1 | i | -11
O=[N+]([O-])c1cccc(C2Nc3cccc4cccc(c34)N2)c1 | 11% | -9% | -5% | i | -13 | -0.4 | -7% | 8
COCCN(C(=O)CCC(=O)Nc1ccccn1)C(C(=O)NCCC(C)C)c1ccc(OC)cc1 (stereo not drawn) | 8% | 6% | 0% | i | -19 | 2.8 | i | -2
O=C(COC(=O)/C=C/c1ccco1)NC1CCCCC1 | -3% | 5% | -2% | i | -1 | 0.5 | i | -13
O=C(CSc1nnc(-c2ccco2)n1CC1CCCO1)NC1CCCC1 (stereo not drawn) | -6% | -1% | -2% | i | 13 | 0.0 | i | 0
O=S(=O)(CCc1ccccc1)N1CCOCC1 | 13% | 0% | 0% | i | 28 | -2.8 | i | 1
COc1ccc(C(=O)OCc2ccccc2F)cc1S(=O)(=O)N1CCCC1 | 11% | -7% | -3% | i | 7 | -3.1 | -21% | -11
Cc1ccc(-c2n[nH]c(S(C)(=O)=O)c2C#N)cc1 | 11% | 0% | -1% | i | 12 | 0.9 | -14% | 6
CC(=O)NC(C)c1ccc(Cl)c(Cl)c1 (stereo not drawn) | 2% | 16% | 0% | i | 5 | 2.7 | i | 1
Cc1cc(N2CCN(C(=O)c3[nH]c(C(F)(F)F)nc3-c3ccccc3)CC2)c2ccccc2n1 | 6% | 1% | . | i | -12 | 0.2 | 9% | -8
Cc1cc(C)nc(NC(=O)c2ccc(Cl)cc2)n1 | -2% | 4% | -2% | i | 3 | 1.5 | i | -4
COCCN(C(=O)c1ccc2c(c1)C(=O)N(c1ccccc1Cl)C2=O)c1c(N)n(CC(C)C)c(=O)[nH]c1=O | 1% | 12% | . | i | -3 | 2.4 | i | 5
CCN1CC(CN(C)Cc2cn(-c3ccc(C)cc3)nc2-c2cccc(C)c2)CC1=O (stereo not drawn) | 5% | -15% | -14% | i | -5 | 0.1 | -6% | -5
CCc1cccc(C)c1NC(=O)CSc1nnc(Cc2csc(C)n2)o1 | 13% | 6% | 1% | i | -19 | 0.2 | i | -6

2 compounds drawn at random from those above, as already listed:
SMILES | EPAC2 ag | EPAC2 antag | MmCpn inh | Akt phos inh | DRD3 antagonist | CCT modulator | PTHR1 agonist | DRD3 agonist
COc1ccc(C(=O)OCc2ccccc2F)cc1S(=O)(=O)N1CCCC1 | 11% | -7% | -3% | i | 7 | -3.1 | -21% | -11
O=S(=O)(CCc1ccccc1)N1CCOCC1 | 13% | 0% | 0% | i | 28 | -2.8 | i | 1

More structures:
SMILES | EPAC2 ag | EPAC2 antag | MmCpn inh | Akt phos inh | DRD3 antagonist | CCT modulator | PTHR1 agonist | DRD3 agonist
COc1ccc2nc(NC(=O)Cc3ccc(OC)c(S(=O)(=O)N4CCOCC4)c3)sc2c1 | -1% | -2% | 1% | i | 6 | 3.1 | -2%[57.5 µM] | -3
COc1ccc(C2CC(c3cc(OC)ccc3OC)n3nnnc3N2)cc1 (stereo not drawn) | 6% | -6% | 1% | i | 13 | -2.1 | i | 4
CC(C)N(CCC#N)C(=O)Nc1ccc2c(c1)CCO2 | 6% | 1% | 1% | i | 10 | 0.3 | i | 4
O=C(NCc1ccc(F)cc1)c1c2c(nc3ccccc13)CCC2 | -1% | 3% | 1% | i | 5 | 0.4 | -15% | 7
COC(=O)c1c[nH]n2c(=O)c(C(C)C)c(C)nc12 | -8% | 4% | -5% | i | 3 | 0.6 | i | 21
CCCCOC(=O)Nc1ccccc1C(N)=O | 1% | 1% | 2% | i | 22 | 0.6 | -23%[57.5 µM] | 1
CCCCCC(=O)Nc1nc(C)c(-c2csc(Nc3cc(OC)ccc3OC)n2)s1 | 11% | 9% | -21% | i | 39 | -4.9 | 45µM* | -9
CC(=O)c1cccc(NC(=O)C(C)OC(=O)c2cccc(S(=O)(=O)N3CCN(C)CC3)c2)c1 (stereo not drawn) | -5% | -23% | -1% | i | -6 | 1.5 | i | -2
O=C(O)c1cc2ccccc2n1-c1ccccc1 | 7% | 2% | 0% | i | 11 | 0.9 | -13% | 1
CCCCn1c(SCC(=O)Nc2cc(C)on2)nc2ccccc2c1=O | 3% | 2% | -1% | -105%* | -10 | -3.7 | 37% | -24
NC(=O)Cc1ccc(C(=O)c2ccc(Cl)cc2)s1 | 1% | 1% | 1% | i | 0 | 1.2 | i | 7
Cc1ccc(C(=O)OCC(=O)Nc2cc(S(=O)(=O)N3CCOCC3)ccc2C)cc1 | 5% | -2% | -1% | i | 4 | -8.0 | -12% | -3
CN(Cc1ccco1)C(=O)CSc1nn2c(=O)c(C(C)(C)C)nnc2s1 | -2% | 1% | 1% | i | 12 | 0.9 | -19% | 0
O=C(Nc1ccc(O)cc1C(=O)O)c1ccc2c(c1)C(=O)N(Cc1ccco1)C2=O | -6% | -5% | -2% | . | 55 | 0.5 | i | 13
O=c1c(-c2ccccc2)c(O)cc(-c2ccncc2)n1-c1ccc(Cl)cc1 | 20% | 3% | -2% | i | -16 | -0.9 | -1% | -3
CCc1noc(C)c1C(=O)Nc1cc(S(=O)(=O)N2CCOCC2)ccc1N1CCN(CC)CC1 | -2% | 15% | 2% | i | 4 | -2.0 | -8% | 6
Cc1cc(C)c(S(=O)(=O)N2CCOC2CNC(=O)C(=O)NCCN(C)C)c(C)c1 (stereo not drawn) | 11% | -2% | -7% | i | 0 | -0.3 | -7% | -8
COc1cccc(C(=O)Nc2ccc(S(=O)(=O)N3CCCCC3)cc2)c1OC | 6% | 1% | -6% | i | 20 | 0.3 | -26% | 4
CCCOc1ccc(C(=O)Nc2ccc(S(=O)(=O)N3CCN(C)CC3)cc2)cc1 | 2% | 8% | 0% | i | 4 | 3.2 | -79%[inhibitor] | -4
COc1ccc(NC(=S)NC(=O)c2ccccc2Cl)cc1 | 7% | -10%[57.1 µM] | 2% | i | 10 | 1.0 | i | 0
COc1ccc(O)c(C(=O)c2cnc3c(c2)c(-c2ccc(F)cc2)c(C#N)c(=O)n3C)c1 | 7% | -12% | -4% | i | -9 | -2.8 | -13% | 2
O=C(CCc1ccc(S(=O)(=O)N2CCOCC2)cc1)Oc1ccccc1 | 9% | -14% | 0% | i | 24 | -1.6 | i | 5
CCOC(=O)C1(CCOc2ccccc2)CCN(Cc2ccc(COC)o2)CC1 | -1% | 5% | 3% | i | -24 | -7.0 | -31%[inhibitor] | -10
COc1ccccc1C(=O)Oc1cc(N)n(S(=O)(=O)c2ccccc2)n1 | 27% | -13% | 1% | i | -12 | -0.3 | -7% | 1
COc1cccc(OC)c1C(=O)N1CCN(Cc2cccnc2)CC1 | 7% | -15% | -3% | i | 5 | -4.2 | -20% | -16
FC(F)(F)c1nc(NCC2CCCO2)c2nnn(Cc3ccccc3Cl)c2n1 (stereo not drawn) | -6% | -12% | 1% | i | -6 | -4.0 | i | 0
